NR2F2 inh: NR2F2 (human) inhibition, primary screen; P24468; HEK293T NGFI-A luciferase reporter, luminescence; inhibition, % at 8.6 µM; 370,000 tested, 0.7% active;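 active = inhibition above a per-plate cutoff, mean inhibition of test wells between control levels plus 3 SD, cut at about 38% in these data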;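 also: cells cotransfected with COUP-TFII expression vector driving the NGFI-A reporter; 0% = median of COUP-TF2 test wells and 100% = reporter-only cells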
TRAIL sens C8: caspase-8 TRAIL sensitization | NB7+C8 cells + TRAIL, ATPlite viability luminescence | inhibition (viability loss, TRAIL sensitization), % at 10 µM | 360,000 tested, 1% active | AID 624354;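 active = compounds causing at least 50% loss of cell viability in the single-dose screen, relative to plate controls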
Shn3 3UTR inh: inhibitors of Schnurri-3 3'UTR reporter in osteoblasts; Clone20 osteoblast Shn3 3'UTR firefly luciferase, 24 h; inhibition, % at 12.5 µM; 360,000 tested, 0.52% active; AID 588674;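 active = mean inhibition of at least 75% with every replicate also reaching 75%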;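 also: 0% = median of neutral control wells and 100% = pilot-screen positive control compound; some compounds past the cut are filed as inactive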
CF NFkB block: cystic fibrosis NF-kB activation inhibition; KKLEB NF-kB-GFP reporter, PAF-induced, GFP fluorescence overnight; inhibition, % at 5 µM; 360,000 tested, 0.86% active;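 active = at least 50% inhibition at 5 µM, scaled per plate between neutral and stimulator controls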;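 also: PAF is a Pseudomonas aeruginosa culture filtrate used as stimulus; plate controls were PAF-stimulated DMSO wells for no effect and unstimulated DMSO wells for full effect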
SRC3 inh: inhibits human SRC3 coactivator. Q9Y6Q9. HEK293 GAL4-SRC3 luciferase reporter, luminescence. inhibition, % at 3.6 µM. 360,000 tested, 0.17% active;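 active = inhibition above a per-campaign cutoff, the mean of all compounds plus 3 SD, cut at about 60% in these data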;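 also: 0% = DMSO-treated cells and 100% = gossypol-treated cells at 36 µM; higher means less SRC3-driven luciferase light from the GAL4 reporter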
Target sequence (Q9Y6Q9 whole entry, looked up, the tested form may be a part): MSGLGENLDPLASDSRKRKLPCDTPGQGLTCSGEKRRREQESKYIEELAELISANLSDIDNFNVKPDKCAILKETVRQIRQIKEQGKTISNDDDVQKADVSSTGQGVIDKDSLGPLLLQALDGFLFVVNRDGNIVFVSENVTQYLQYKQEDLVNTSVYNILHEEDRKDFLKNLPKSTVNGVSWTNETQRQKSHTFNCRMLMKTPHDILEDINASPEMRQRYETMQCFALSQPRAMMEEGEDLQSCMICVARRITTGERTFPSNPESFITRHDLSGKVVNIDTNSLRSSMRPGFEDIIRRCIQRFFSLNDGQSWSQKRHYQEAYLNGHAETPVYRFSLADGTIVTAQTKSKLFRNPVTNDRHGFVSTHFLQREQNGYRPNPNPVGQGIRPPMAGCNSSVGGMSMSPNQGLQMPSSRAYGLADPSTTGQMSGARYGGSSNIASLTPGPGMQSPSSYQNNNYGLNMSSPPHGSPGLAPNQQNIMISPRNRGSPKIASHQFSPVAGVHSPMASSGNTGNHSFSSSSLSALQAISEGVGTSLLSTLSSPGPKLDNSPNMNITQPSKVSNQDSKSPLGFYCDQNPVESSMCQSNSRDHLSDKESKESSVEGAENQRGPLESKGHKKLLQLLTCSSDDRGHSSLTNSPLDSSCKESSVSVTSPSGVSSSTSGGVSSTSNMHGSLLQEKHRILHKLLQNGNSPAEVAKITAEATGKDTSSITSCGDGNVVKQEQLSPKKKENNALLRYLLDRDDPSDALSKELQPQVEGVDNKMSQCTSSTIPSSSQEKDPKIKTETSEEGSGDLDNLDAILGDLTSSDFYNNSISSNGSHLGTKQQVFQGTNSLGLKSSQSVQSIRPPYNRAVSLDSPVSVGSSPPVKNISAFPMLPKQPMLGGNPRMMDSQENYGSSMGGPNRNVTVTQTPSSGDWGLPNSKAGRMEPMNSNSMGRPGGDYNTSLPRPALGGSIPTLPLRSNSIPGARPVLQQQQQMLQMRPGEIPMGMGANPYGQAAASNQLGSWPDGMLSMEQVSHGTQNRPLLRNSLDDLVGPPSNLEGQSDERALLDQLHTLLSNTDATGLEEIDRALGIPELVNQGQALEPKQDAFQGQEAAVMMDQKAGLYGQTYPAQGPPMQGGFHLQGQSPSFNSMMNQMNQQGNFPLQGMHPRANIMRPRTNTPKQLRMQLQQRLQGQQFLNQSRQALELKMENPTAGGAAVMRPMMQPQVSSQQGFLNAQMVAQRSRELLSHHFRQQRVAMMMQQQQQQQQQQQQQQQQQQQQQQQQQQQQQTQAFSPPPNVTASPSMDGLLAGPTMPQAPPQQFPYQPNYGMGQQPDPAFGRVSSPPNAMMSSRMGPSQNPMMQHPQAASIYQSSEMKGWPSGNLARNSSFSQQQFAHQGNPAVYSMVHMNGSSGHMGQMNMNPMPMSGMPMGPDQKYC
TROY signal inh: TROY signaling inhibition | Q293 LMP1-TROYcd NF-kB luciferase reporter, 4 h | inhibition, % at 10 µM | 360,000 tested, 0.98% active | AID 1347056;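 active = compounds whose plate-normalised and pattern-corrected inhibition of the luciferase reporter signal at the single screening dose is 50% or more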
SRC1 inh: inhibitors of human steroid receptor coactivator 1 (SRC1); inhibition, % at 3.6 µM; AID 588354; 360,000 tested, 0.12% active; HEK293 GAL4-SRC1 luciferase reporter, luminescence;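 active = inhibition above the campaign mean plus 3 SD, with each screening campaign given its own cutoff, cut at about 60% in these data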;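 also: 0% = DMSO treated cells and 100% = gossypol at 36 µM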
NR5A2 inv ag: NR5A2 inverse agonism in reporter assay. O00482. HEK293T StAR-luciferase reporter, LRH-1 transfected, 24 h. inhibition, % at 3.6 µM. 360,000 tested, 0.13% active. AID 602396;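 active = inhibition above the mean inhibition of all tested compounds plus 3 SD, cut at about 73% in these data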;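 also: 0% = DMSO wells and 100% = reporter-only cells lacking LRH-1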
TWEAK-Fn14 inh: TWEAK-Fn14 signaling inhibition. TWEAK-stimulated Fn14 reporter cells, luciferase luminescence, 8 h. inhibition, % at 10 µM. 360,000 tested, 2% active. AID 1159606; in the data active = inhibition above about 50%
LMP1 NFkB inh: reduces LMP1-driven NF-kappaB luciferase signal | LMP1-induced NF-kappaB luciferase reporter cells, luminescence | inhibition, % at 12.5 µM | 350,000 tested, 0.69% active | AID 504558; in the data active = inhibition above about 41%;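 also: 0% = neutral control wells and 100% = reference inhibitor control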
KKLEB tox: reduces viability of KKLEB cystic fibrosis airway cells; KKLEB CF airway cells viability, ATPlite luminescence, overnight; stronger effect = lower value; cells stimulated with P. aeruginosa culture filtrate; activity change (cytotoxicity), % at 5 µM; 360,000 tested, 0.36% active; AID 602141;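 active = corrected activity change at or below -50% at 5 µM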
Numbers without * were called inactive. Some of the compounds tested; the hit share may differ from the screen's.

For Cc1cc(C(=O)NCCc2ccc(Cl)cc2)n(-c2ccccc2)n1 the results were NR2F2 inh 14, TRAIL sens C8 -18, Shn3 3UTR inh -2, CF NFkB block -6, SRC3 inh 4, TROY signal inh 4, SRC1 inh -32, NR5A2 inv ag 5, TWEAK-Fn14 inh -10, LMP1 NFkB inh 0 and KKLEB tox -4.
For CC(=O)N(C(C)=O)c1ccc2c(c1)OCCO2 the results were NR2F2 inh -9, TRAIL sens C8 -2, Shn3 3UTR inh -18, CF NFkB block 14, SRC3 inh -22, TROY signal inh 8, SRC1 inh -11, NR5A2 inv ag -25, TWEAK-Fn14 inh 4, LMP1 NFkB inh -6 and KKLEB tox -25.
For CCCn1c(=O)c2[nH]c(-c3ccc(OCC(=O)Nc4ccc(C#N)cc4)cc3)nc2n(CCC)c1=O the results were NR2F2 inh -10, TRAIL sens C8 3, Shn3 3UTR inh -11, CF NFkB block 2, SRC3 inh -11, TROY signal inh 14, SRC1 inh -16, NR5A2 inv ag 10, TWEAK-Fn14 inh 13, LMP1 NFkB inh 1 and KKLEB tox -15.
CC(C)CNC(=S)N1CCC(NC(=O)c2ccco2)CC1 was read as NR2F2 inh 18, TRAIL sens C8 -12, Shn3 3UTR inh -4, CF NFkB block 9, SRC3 inh 16, TROY signal inh 17, SRC1 inh 1, NR5A2 inv ag 20, TWEAK-Fn14 inh 8, LMP1 NFkB inh 2 and KKLEB tox 6.
COc1cccc(-c2csc(N3CCN(CC(=O)NNC(=O)c4ccco4)CC3)n2)c1 was read as NR2F2 inh 20, TRAIL sens C8 -9, Shn3 3UTR inh 6, CF NFkB block -6, SRC3 inh 7, TROY signal inh 8, SRC1 inh -5, NR5A2 inv ag 5, TWEAK-Fn14 inh -4, LMP1 NFkB inh -11 and KKLEB tox -11.
Screening Cc1ccc(Nc2nc(N/N=C\c3ccc4c(c3)OCO4)nc(N3CCOCC3)n2)cc1 returned NR2F2 inh -18, TRAIL sens C8 -18, Shn3 3UTR inh 65, CF NFkB block 3, SRC3 inh -3, TROY signal inh 41, SRC1 inh -281, NR5A2 inv ag -11, TWEAK-Fn14 inh -7, LMP1 NFkB inh -68 and KKLEB tox -21.
Screening COc1ccc(OC(=O)COc2ccc(C)cc2)cc1 returned NR2F2 inh -18, TRAIL sens C8 9, Shn3 3UTR inh 21, CF NFkB block -14, SRC3 inh 16, TROY signal inh -11, SRC1 inh 3, NR5A2 inv ag -16, TWEAK-Fn14 inh -5, LMP1 NFkB inh -6 and KKLEB tox 10.
O=C(NCCCO)/C(=C\C=C\c1ccccc1)NC(=O)c1ccccc1Cl was read as NR2F2 inh -2, TRAIL sens C8 11, Shn3 3UTR inh -7, CF NFkB block 13, SRC3 inh -8, TROY signal inh 0, SRC1 inh -16, NR5A2 inv ag -4, TWEAK-Fn14 inh 1, LMP1 NFkB inh -2 and KKLEB tox -7.
For O=C(COC(=O)COc1cccc(C(F)(F)F)c1)Nc1ccc(N2CCOCC2)cc1 the results were NR2F2 inh 14, TRAIL sens C8 -27, Shn3 3UTR inh -9, CF NFkB block -2, SRC3 inh 1, TROY signal inh 3, SRC1 inh -20, NR5A2 inv ag 1, TWEAK-Fn14 inh -11, LMP1 NFkB inh 7 and KKLEB tox 12.
C=CCNC(=S)/C(=C(/[O-])c1ccccc1Br)[n+]1ccccc1 was read as NR2F2 inh 6, TRAIL sens C8 -6, Shn3 3UTR inh 10, CF NFkB block 1, SRC3 inh 3, TROY signal inh 3, SRC1 inh 2, NR5A2 inv ag 4, TWEAK-Fn14 inh 8, LMP1 NFkB inh 2 and KKLEB tox -17.
`O=C1C2CCCCC2C(=O)N1Cc1ccccc1` (stereo unspecified) gave NR2F2 inh -4, TRAIL sens C8 -3, Shn3 3UTR inh 0, CF NFkB block -1, SRC3 inh 7, TROY signal inh 3, SRC1 inh 5, NR5A2 inv ag 1, TWEAK-Fn14 inh -16, LMP1 NFkB inh -1 and KKLEB tox 14.
For CCc1ccc(-c2csc(NC(=O)C3=COCCO3)n2)cc1 the results were NR2F2 inh -35, TRAIL sens C8 19, Shn3 3UTR inh -5, CF NFkB block -36, SRC3 inh -62, TROY signal inh -33, SRC1 inh -84, NR5A2 inv ag -90, TWEAK-Fn14 inh 0, LMP1 NFkB inh -23 and KKLEB tox 2.
For COc1ccc(CNC(=O)c2ccc3c(c2)N(C)C(=O)CS3=O)cc1 (stereo unspecified) the results were NR2F2 inh 7, TRAIL sens C8 8, Shn3 3UTR inh 0, CF NFkB block -2, SRC3 inh -4, TROY signal inh -1, SRC1 inh -29, NR5A2 inv ag 11, TWEAK-Fn14 inh 0, LMP1 NFkB inh 6 and KKLEB tox -3.
Screening CN(C)c1nc(N(C)C)nc(N2CCCCC2)n1 returned NR2F2 inh -13, TRAIL sens C8 -1, Shn3 3UTR inh -18, CF NFkB block 6, SRC3 inh -3, TROY signal inh 2, SRC1 inh 12, NR5A2 inv ag 16, TWEAK-Fn14 inh 11, LMP1 NFkB inh 2 and KKLEB tox 4.
For O=C(Nc1ccc(OC(F)(F)F)cc1)c1ccc2nccnc2c1 the results were NR2F2 inh 11, TRAIL sens C8 8, Shn3 3UTR inh -18, CF NFkB block -16, SRC3 inh -8, TROY signal inh -18, SRC1 inh -17, NR5A2 inv ag -26, TWEAK-Fn14 inh 14, LMP1 NFkB inh -12 and KKLEB tox 0.
For COc1ccccc1N1CCN(S(=O)(=O)CCNC(=O)CCc2ccccc2)CC1 the results were NR2F2 inh 8, TRAIL sens C8 7, Shn3 3UTR inh -5, CF NFkB block -38, SRC3 inh 0, TROY signal inh 5, SRC1 inh 2, NR5A2 inv ag -5, TWEAK-Fn14 inh -3, LMP1 NFkB inh -1 and KKLEB tox 13.
Cc1ccc(F)c(S(=O)(=O)NC(=O)C2(C)CCN2C(=O)c2ccc(C3CCCCC3)cc2)c1 (stereo unspecified) was read as NR2F2 inh -11, TRAIL sens C8 1, Shn3 3UTR inh 2, CF NFkB block -12, SRC3 inh -13, TROY signal inh 6, SRC1 inh 0, NR5A2 inv ag -12, TWEAK-Fn14 inh 9 and KKLEB tox -4.
Brc1ccc2oc(-c3ccn[nH]3)cc2c1 was read as NR2F2 inh -46, TRAIL sens C8 25, Shn3 3UTR inh -38, CF NFkB block -8, SRC3 inh -123, TROY signal inh -46, SRC1 inh -82, NR5A2 inv ag -128, TWEAK-Fn14 inh 5 and KKLEB tox -9.
Screening Cc1ccc(Nc2c(-c3ccccn3)nc3ccc(C)cn23)cc1 returned NR2F2 inh 16, TRAIL sens C8 8, Shn3 3UTR inh 95*, CF NFkB block 13, SRC3 inh -9, TROY signal inh 16, SRC1 inh -40, NR5A2 inv ag -35, TWEAK-Fn14 inh 3, LMP1 NFkB inh 28 and KKLEB tox -14.
`O=C(COC(=O)Cn1cnc2ccccc21)Nc1ccc(F)c(F)c1` gave NR2F2 inh -2, TRAIL sens C8 -18, Shn3 3UTR inh -25, CF NFkB block -18, SRC3 inh 9, TROY signal inh 18, SRC1 inh 0, NR5A2 inv ag -18, TWEAK-Fn14 inh -17, LMP1 NFkB inh -8 and KKLEB tox 6.
`O=C1N[C@@H](c2ccccc2)COC(=O)[C@@H](Cc2ccc(F)cc2)C/C=C\C[C@H]1CC(=O)N(CCO)Cc1ccccc1` gave NR2F2 inh 10, TRAIL sens C8 14, Shn3 3UTR inh -1, CF NFkB block 5, SRC3 inh 11, TROY signal inh 20, SRC1 inh 15, NR5A2 inv ag 8, TWEAK-Fn14 inh 31, LMP1 NFkB inh -11 and KKLEB tox -12.
CN(C)c1cc[n+](CC(=O)Nc2ccc(Oc3ccccc3)cc2)cc1 was read as NR2F2 inh 30, TRAIL sens C8 31, Shn3 3UTR inh -19, CF NFkB block 39, SRC3 inh 50, TROY signal inh 14, SRC1 inh 22, NR5A2 inv ag 38, TWEAK-Fn14 inh 17, LMP1 NFkB inh -1 and KKLEB tox -19.
For CCn1c(CNC(=O)c2cccnc2)cc2ccccc21 the results were NR2F2 inh 4, TRAIL sens C8 -6, Shn3 3UTR inh 19, CF NFkB block -1, SRC3 inh -12, TROY signal inh 10, SRC1 inh -10, NR5A2 inv ag 12, TWEAK-Fn14 inh 4, LMP1 NFkB inh 6 and KKLEB tox 5.
CC(C)OC(=O)CN1C(=O)C(C)(C)Oc2ccc(C(=O)NC(C)(C)C)cc21 was read as NR2F2 inh 20, TRAIL sens C8 -5, Shn3 3UTR inh 0, CF NFkB block 5, SRC3 inh 4, TROY signal inh -21, SRC1 inh -5, NR5A2 inv ag 0, TWEAK-Fn14 inh -20, LMP1 NFkB inh -20 and KKLEB tox -11.
Screening O=C(c1ccc2snnc2c1)N1CCCC1 returned NR2F2 inh 14, TRAIL sens C8 -3, Shn3 3UTR inh -8, CF NFkB block -11, SRC3 inh 16, TROY signal inh 14, SRC1 inh 2, NR5A2 inv ag 6, TWEAK-Fn14 inh 2, LMP1 NFkB inh 0 and KKLEB tox 4.
CCCCN1C(=O)C(CC(=O)NC(c2ccccc2)c2ccccc2)CC(C(=O)N(C)C)=C1C (stereo unspecified) was read as NR2F2 inh 0, TRAIL sens C8 -3, Shn3 3UTR inh -12, CF NFkB block 8, SRC3 inh -8, TROY signal inh -3, SRC1 inh 0, NR5A2 inv ag 22, TWEAK-Fn14 inh -5, LMP1 NFkB inh -4 and KKLEB tox -8.
Screening N#Cc1c(-c2ccccc2)ccnc1Oc1ccccc1 returned NR2F2 inh -1, TRAIL sens C8 22, Shn3 3UTR inh -6, CF NFkB block -6, SRC3 inh -22, TROY signal inh -20, SRC1 inh -52, NR5A2 inv ag -52, TWEAK-Fn14 inh -12, LMP1 NFkB inh 2 and KKLEB tox 5.

3 records drawn at random from those above:
`O=C1C2CCCCC2C(=O)N1Cc1ccccc1` (stereo unspecified) gave NR2F2 inh -4, TRAIL sens C8 -3, Shn3 3UTR inh 0, CF NFkB block -1, SRC3 inh 7, TROY signal inh 3, SRC1 inh 5, NR5A2 inv ag 1, TWEAK-Fn14 inh -16, LMP1 NFkB inh -1 and KKLEB tox 14.
For CCn1c(CNC(=O)c2cccnc2)cc2ccccc21 the results were NR2F2 inh 4, TRAIL sens C8 -6, Shn3 3UTR inh 19, CF NFkB block -1, SRC3 inh -12, TROY signal inh 10, SRC1 inh -10, NR5A2 inv ag 12, TWEAK-Fn14 inh 4, LMP1 NFkB inh 6 and KKLEB tox 5.
For CCCn1c(=O)c2[nH]c(-c3ccc(OCC(=O)Nc4ccc(C#N)cc4)cc3)nc2n(CCC)c1=O the results were NR2F2 inh -10, TRAIL sens C8 3, Shn3 3UTR inh -11, CF NFkB block 2, SRC3 inh -11, TROY signal inh 14, SRC1 inh -16, NR5A2 inv ag 10, TWEAK-Fn14 inh 13, LMP1 NFkB inh 1 and KKLEB tox -15.

Compound activity as filed in PubChem BioAssay.
